Source: PubChem BioAssay
NCI-60 one-dose screen, 48 h, at 10 µM unless noted. Numbers give growth in % (100 = growth as untreated, 0 = no growth, -100 = all killed).
NCI/ADR-RES – NCI/ADR-RES ovarian cells; AID 1794790; actives 4.4% (n = 81,000)
RXF 393 – RXF 393 renal cancer cells. actives 6.9% (n = 77,000). AID 1794773
NCI-H226 – NCI-H226 lung cancer; actives 3.5% (n = 79,000)
ACHN – ACHN renal cancer; actives 4.9% (n = 81,000); AID 1794771
NCI-H23 – NCI-H23 lung cancer | actives 4% (n = 80,000)
NCI-H522 – NCI-H522 lung cancer; AID 1794739; actives 8% (n = 78,000)
NCI-H460 – NCI-H460 lung cancer; actives 6.8% (n = 82,000); AID 1794736
A498 – A498 renal cancer cells; actives 5.4% (n = 76,000); AID 1794774
CAKI-1 – CAKI-1 renal cancer; actives 4.7% (n = 75,000); AID 1794772
Numbers without * were called inactive; . = not tested or not shown; & = joins results of further samples. Rule for the calls: active = growth percent below 10; inactive = the rest.

SMILES | NCI/ADR-RES | RXF 393 | NCI-H226 | ACHN | NCI-H23 | NCI-H522 | NCI-H460 | A498 | CAKI-1
O=C(Nc1nc(-c2ccc(Cl)cc2)cs1)c1ccccc1CN1C(=O)c2ccccc2C1=O | 89 | 81 | 90 | 101 | 96 | 75 | 102 | 100 | 80
CCOC(=O)CC[C@H](NC(=O)c1ccc(NC(=O)Cn2cnc3c(c(C)nn3-c3ccccc3)c2=O)cc1)C(=O)OCC | 97 | 104 | 96 | 99 | 103 | 97 | 106 | 96 | 87
CN1CCN(CC(=O)Nc2ccc(-c3nc4ccccc4s3)cc2)CC1 | 86 | 54 | 96 | 71 | 82 | 59 | 85 | 60 | 73
Clc1cccc(CNc2c3ccccc3nc3ccccc23)c1 | 26 | 19 | 48 | 16 | 32 | 42 | 14 | -3.1* | 28
Cc1ccc(S(=O)(=O)NC(=O)NN2CC3CCCC3C2)cc1 (stereo not given) | 108&103 | 111&118 | 96&107 | 107&97 | 107&97 | 103&88 | 114&116 | 129 | 95&95
COc1ccc(-c2nnc(COc3ccc(NS(=O)(=O)c4ccc(OC)cc4)cc3F)o2)cc1 | 55 | . | 58 | 72 | 57 | 49 | 78 | 59 | 64
CSc1ccccc1C(=O)Nc1nc(-c2ccccn2)cs1 | . | 76 | 84 | 82 | 90 | 76 | 88 | 99 | 67
CSc1nc2ccccc2cc1/C=[N+](\[O-])c1ccccc1 | 29 | 84 | 74 | 80 | 70 | 82 | 92 | 102 | 81
Cc1cccc(Cl)c1NC(=O)CCCl | 113 | 99 | 95 | 103 | 119 | . | 102 | 98 | 106
Cc1ccc(-c2nnc(-c3nc4ccccc4nc3Cl)o2)cc1 | 108 | 117 | 101 | 105 | 107 | 93 | 116 | 121 | 86

Three entries from above, sorted by length of the SMILES, low to high.
SMILES | NCI/ADR-RES | RXF 393 | NCI-H226 | ACHN | NCI-H23 | NCI-H522 | NCI-H460 | A498 | CAKI-1
Cc1cccc(Cl)c1NC(=O)CCCl | 113 | 99 | 95 | 103 | 119 | . | 102 | 98 | 106
Clc1cccc(CNc2c3ccccc3nc3ccccc23)c1 | 26 | 19 | 48 | 16 | 32 | 42 | 14 | -3.1* | 28
CSc1nc2ccccc2cc1/C=[N+](\[O-])c1ccccc1 | 29 | 84 | 74 | 80 | 70 | 82 | 92 | 102 | 81

Remaining list, next part
SMILES | NCI/ADR-RES | RXF 393 | NCI-H226 | ACHN | NCI-H23 | NCI-H522 | NCI-H460 | A498 | CAKI-1
Cc1c(OCC(F)(F)F)ccnc1CS(=O)c1nc2ccccc2[nH]1 (stereo not given) | 112&85 | 119&129 | 108&84 | 98&90 | 102&88 | 104&84 | 107&101 | 111&93 | 98&90
Clc1ccc(-c2cc(-c3ccccc3)nc(N3CCN(CCCNc4ccnc5cc(Cl)ccc45)CC3)n2)cc1 | 36 | -60* | 46 | 3.4* | 69 | 9.5* | -13* | 69 | -31*
O=C(CC(O)(C(F)(F)F)C(F)(F)Cl)CC(O)(C(F)(F)F)C(F)(F)Cl (stereo not given) | 99 | 103 | 100 | 96 | 88 | 76 | 101 | 89 | 95
O=P1(NC2CCCC2)OCC2(CO1)COP(=O)(NC1CCCC1)OC2 (stereo not given) | 107 | 121 | 114 | 99 | 97 | . | 106 | 119 | 89
N#Cc1cccc(-c2nc(N)n(-c3nc4ccccc4s3)n2)c1 | 107 | 100 | . | 101 | 102 | . | 104 | 96 | 89
CCCCC(CC)COC(=O)/C=C/c1cccc2c1C(=O)NC(C)(c1cc3cc(Cl)ccc3oc1=O)N2 (stereo not given) | 101 | 92 | 96 | 107 | 101 | 100 | 104 | 123 | 88
CCNCC#CCNCC | 107 | 107 | 102 | 102 | 94 | . | 106 | 97 | 104
O=C(Cn1nncc1CN1C(=O)CSC1=O)Nc1cccc(Cl)c1 | 103 | 106 | 101 | 98 | 95 | 98 | 103 | 98 | 97
NCCC1CCCS1 (stereo not given) | 104 | 115 | 100 | . | 107 | 74 | 107 | 91 | .
Cc1ccc(NC(=O)CCS)cc1 | 107 | 124 | 118 | 103 | 103 | 95 | 103 | 111 | 114
FC(F)(F)c1nnc2n1N=Cc1ccc(Br)cc1S2 | 108 | 110 | 98 | 102 | 95 | 91 | 106 | 87 | 90
CCOC(=O)CCCn1c(=O)c2sc3ncccc3c2n2nnc(-c3ccccc3)c12 | 95 | 106 | 100 | 92 | 80 | 54 | 101 | 147 | 84
CCC(C)Oc1cc(/C=N/NC(=O)c2cnn(CC(O)c3ccccc3)c2N)ccc1OC (stereo not given) | 100 | 95 | . | 94 | 98 | 95 | 98 | . | 83
Cc1cc(NC(=O)c2ccc(N=Nc3c(S(=O)(=O)O)cc4cc(NC(=O)c5ccc(N)cc5)ccc4c3O)cc2)ccc1N=Nc1ccc2cc(S(=O)(=O)O)cc(S(=O)(=O)O)c2c1 | 101 | 111 | 109 | 112 | 96 | 85 | 102 | 110 | .
O=C(O)C(F)(F)F | 105&100 | 108&90 | 100&97 | 107&97 | 100&109 | 114&85 | 104&97 | 92&124 | 104&74
CS(=O)(=O)Nc1ccc2nc(NC(=O)Nc3cccc(Cl)c3)sc2c1 | 85 | 73 | 71 | 75 | 83 | 79 | 82 | 135 | 83
COc1cc2c(=O)n(C)c3ccccc3c2cc1OC | 106 | 104 | 111 | 106 | 106 | 93 | 108 | 89 | 86
COc1ccc(CCC(=O)O)c(C(CC(=O)O)C(=O)O)c1OS(=O)(=O)c1ccc(C)cc1 (stereo not given) | 108 | 104 | 85 | 96 | 105 | 114 | 105 | 106 | 100
CC(/C=C1\SC(=S)N(CCC(=O)NC(CC(C)C)C(=O)O)C1=O)=C\c1ccccc1 (stereo not given) | 108 | 109 | 104 | 99 | . | 101 | 110 | 106 | 97
OCCCNCc1ccccc1 | 101&109 | 108&104 | 93&93 | 106&106 | 97&114 | 95 | 107&101 | 82&100 | 103&100
CN1CCN(Cc2ccc(NC(=O)c3cncc(C#Cc4c(N)ncc5ccc(F)cc45)c3)cc2C(F)(F)F)CC1 | 48 | -74* | 8.9* | -94* | 31 | 50 | . | 15 | 25
Cc1sc2nc3c4ccccc4c(NCCCN(C)C)nn3c(=O)c2c1C | 67 | . | 43 | 53 | 61 | . | 24 | 52 | 84
COc1ccc(C2C(c3ccccc3)C(=O)N2c2cc(OC)c(OC)c(OC)c2)cc1I (stereo not given) | 10.0* | 24 | 61 | 26 | 25 | -9.3* | 4.3* | -2.6* | .
CC(/C=C/C(=O)c1c(O)c(-c2ccc(O)cc2)c[nH]c1=O)=C\[C@H](C)[C@H](C)O | 107 | 117 | 117 | 110 | 105 | . | 112 | 113 | 97
CC1(C)[C@@H](O)CC[C@]2(C)[C@H]3CC[C@@H]4[C@H]5[C@H](C(=O)/C=C/c6cccnc6)CC[C@]5(CO)CC[C@@]4(C)[C@]3(C)CC[C@@H]12 | 103 | 99 | 93 | 100 | 87 | 71 | 99 | . | 72
CCOC(=O)C1=C(C)N2c3ccccc3-c3ccnn3C2CC1 (stereo not given) | 90 | 102 | 79 | 88 | 95 | . | 102 | 103 | 71
COc1ccc(C#Cc2cccc(C#CCCCCN3CCCCC3=O)c2)cc1 | 84 | 80 | 88 | 104 | 95 | 91 | 42 | 103 | 183
COc1ccc(-c2nnc(COc3ccc(N=C4NC(=O)CS4)cc3)o2)cc1 | 95 | 86 | . | 104 | 92 | 82 | 105 | 85 | 84
O=S(=O)(c1ccc(Br)cc1)c1ccc(Br)cc1 | 95 | 120 | 101 | 99 | 93 | 91 | 97 | 72 | 91
O=C1C[C@@H]2/C(=C(O)\C=C\c3ccccc3)C(=O)C=C[C@@H]2O1 | 7.7* | -93* | 40 | -18* | 77 | -66* | 12 | . | -54*

Some values from the list:
Value of `CC(/C=C/C(=O)c1c(O)c(-c2ccc(O)cc2)c[nH]c1=O)=C\[C@H](C)[C@H](C)O` under NCI/ADR-RES: 107
Value of `O=S(=O)(c1ccc(Br)cc1)c1ccc(Br)cc1` under ACHN: 99
Value of `COc1ccc(C2C(c3ccccc3)C(=O)N2c2cc(OC)c(OC)c(OC)c2)cc1I` (stereo not given) under NCI/ADR-RES: 10.0*

Compound profiles, from the list above. Order of screens: NCI/ADR-RES	RXF 393	NCI-H226	ACHN	NCI-H23	NCI-H522	NCI-H460	A498	CAKI-1
`CC1(C)[C@@H](O)CC[C@]2(C)[C@H]3CC[C@@H]4[C@H]5[C@H](C(=O)/C=C/c6cccnc6)CC[C@]5(CO)CC[C@@]4(C)[C@]3(C)CC[C@@H]12` is listed as 103	99	93	100	87	71	99	.	72
`COc1ccc(C2C(c3ccccc3)C(=O)N2c2cc(OC)c(OC)c(OC)c2)cc1I` (stereo not given) is listed as 10.0*	24	61	26	25	-9.3*	4.3*	-2.6*	.

Next section:
SMILES | NCI/ADR-RES | RXF 393 | NCI-H226 | ACHN | NCI-H23 | NCI-H522 | NCI-H460 | A498 | CAKI-1
CCC(CC)NCC(C)OC(=O)c1ccc([N+](=O)[O-])cc1 (stereo not given) | 109 | 106 | 102 | 100 | 109 | . | 103 | 107 | 92
CCOC(=O)c1[nH]c2c(c1Cl)CCc1cnoc1-2 | 107 | 114 | 100 | 105 | 102 | 92 | 117 | 79 | 105
C/C(=C1/C(=O)Nc2ccccc21)c1ccc(NS(C)(=O)=O)cc1 | 103 | 97 | 85 | 88 | 90 | 96 | 108 | 127 | 83
CCOC(=O)C1=C(C)NC(=O)NC1c1ccc(OCc2cn(-c3ccc(C(=O)O)cc3)nn2)c(OC)c1 (stereo not given) | 99 | 109 | 101 | 102 | 103 | 99 | 101 | 97 | 94
COc1ccc(C(=O)n2nc(-c3ccccc3)nc2N)cc1 | 98 | 103 | 97 | 105 | 94 | 68 | 107 | 100 | .
COc1ccc(OC)c(-c2ccc(-c3ccccc3N)c3[nH]c4ccccc4c23)c1 | 86 | 98 | 75 | 81 | 74 | 57 | 92 | . | 73
CN1NCc2cncnc21 | 107 | 121 | 99 | 113 | 106 | 103 | 106 | 111 | 121
Oc1ccccc1CN1CCN(C(c2ccccc2)c2ccccc2)CC1 | 100 | 110 | 103 | 104 | 101 | 94 | 108 | 95 | 101
COc1ccc(Cn2cc(C#N)c(N)c2C(C)=O)c(OC)c1 | 102 | 107 | 102 | 101 | . | 104 | 108 | 98 | 102
Oc1ccc2c(c1)CCC2 | 105 | 116 | 97 | 107 | 105 | 86 | 109 | 112 | 97
S=C1Nc2ccccc2C1(C1=CNC2C=CC=CC12)C1=CNC2C=CC=CC12 (stereo not given) | 106 | 98 | 86 | 92 | 102 | 99 | 99 | 58 | 85
N#Cc1ccc(S(=O)(=O)Nc2cccc3[nH]cnc23)cc1 | 104 | 110 | 101 | 97 | 98 | 93 | 99 | 100 | 94
O=C1C=CC(=O)N1C(=O)NC(NC(=O)N1C(=O)C=CC1=O)c1ccc2c(c1)OCO2 | 104 | 116 | 100 | 102 | 104 | . | 106 | 113 | 110
CC1=C(c2ccccc2)C(O)(c2ccccc2)C(C)C1=O (stereo not given) | 57 | 90 | 99 | 94 | 92 | 90 | 100 | 161 | 82
O=c1[nH][nH]c(=O)[nH]1 | 103&105 | 118&108 | 110&95 | 104&103 | 104&99 | 101&100 | 107&114 | 94&72 | 112&100
COc1cc2c(cc1OC)/C(=C\C#N)NCC2 | 108 | 89 | 90 | 98 | 99 | 88 | 107 | 93 | 96
C=C(C)CN=CC1(C)CCC(C)=CO1 (stereo not given) | 107 | 111 | 93 | 103 | 100 | 90 | 108 | 114 | 98
COCCn1cc(-c2csc(-c3c[nH]c4ccc(F)cc34)n2)c2cccnc21 | 7.4* | 65 | 57 | 42 | 35 | -12* | 15 | 9.1* | 45
CC1(O)c2cccc(Sc3ccccc3)c2C(C)(O)c2c(Sc3ccccc3)cccc21 (stereo not given) | 87 | . | 74 | 85 | 82 | 67 | 91 | 99 | .
CC(O)C(=O)NC1CCCCC1 (stereo not given) | 113 | 117 | 102 | 109 | 106 | 100 | 105 | 94 | 92
CCOC(=O)CN1C(=O)c2ccc(C(=O)c3ccc4c(c3)C(=O)N(CC(=O)OCC)C4=O)cc2C1=O | 106 | 115 | 101 | 100 | 100 | 95 | 115 | 91 | 110
Cc1ccc[n+](/C=C/c2ccccc2)c1 | 100 | 108 | 99 | 96 | 95 | 96 | 112 | 91 | 73
C#C[C@]1(O)CC[C@H]2[C@@H]3CC=C4c5sc(N(C)c6ccccc6)nc5CC[C@]4(C)[C@H]3CC[C@@]21C | 82 | 76 | 96 | 92 | 87 | 87 | 62 | 88 | 92
O=C1N/C(=C\c2nc3ccccc3s2)c2ccccc21 | 93 | 116 | 93 | 95 | 88 | 88 | 96 | 125 | 97
CCOC(=O)C(C#N)=C(c1ccccc1)c1ccccc1 | 89 | 99 | 96 | 97 | 92 | 91 | 107 | 91 | 88
Fc1ccc(-c2nc(-c3nc4ccc(Cl)cc4[nH]3)cc3c2[nH]c2ccccc23)cc1 | 29 | 71 | 58 | 43 | 67 | 66 | 30 | 61 | 29
CCN1C(=O)N(CC)C2Nn3c(s/c(=C\c4cnc(C)n4C)c3=O)=NC21 (stereo not given) | 98 | . | 94 | 102 | 97 | 102 | 100 | 98 | 89
COc1ccc(/C=C2\Cc3cc4c(cc3C2=O)OCO4)c(OC)c1 | 91 | 90 | 96 | 105 | 85 | 73 | 76 | 99 | 85
O=C(C[N+]12CN3CN(CN(C3)C1)C2)c1ccc2ccccc2c1 | 94 | 109 | 106 | 98 | 89 | 91 | 97 | 100 | 89
CCCCCCCCCSc1ccc(C(=O)O)cc1 | 108 | 90 | 91 | 106 | 105 | 102 | 107 | 104 | 99
O=C1Cc2cc(CCN3CCN(CCOCCO)CC3)c(Cl)cc2N1Cc1ccc(-c2ccccc2-c2nn[nH]n2)cc1 | 91 | 113 | 82 | 84 | 86 | 79 | 90 | 60 | 61
